Tn6 DDE FP – inhibitors of Tn6 peptide binding to human fibrin DD(E); P02675; Fibrin DD(E) TRITC-Tn6 fluorescence polarization displacement; inhibition, % at 8.3 µM; actives 0.21% (n = 370,000); AID 720509;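 active = inhibition above a per-campaign cutoff: mean of compounds within control limits plus 3 SD, cut at about 15% in these data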;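 also: 0% = median of all compound wells on the plate and 100% = blocking peptide control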
HGIII-sPLA2 inh – Blocks human group III sPLA2 activity. actives 0.56% (n = 370,000). Q9NZ20. inhibition, % at 12.2 µM. QFRET BODIPY PC-A2 liposome hydrolysis, fluorescence. AID 743126;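 active = inhibition above mean plus 3 SD of compounds lying within the high and low control bounds, cut at about 19% in these data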;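 also: 0% = median of test compound wells and 100% = no enzyme DMSO wells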
UHRF1 binding – blocks human UHRF1 binding to methylated DNA. Q96T88. UHRF1 binding to methylated oligo, TR-FRET. inhibition, % at 4.4 µM. actives 0.75% (n = 370,000); in the data active = inhibition above about 21%;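 also: UHRF1 SRA domain binding a hemimethylated CpG hairpin DNA probe; 0% = median of test compound wells and 100% = reference inhibitor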
Target sequence (Q96T88 whole entry, looked up, the tested form may be a part): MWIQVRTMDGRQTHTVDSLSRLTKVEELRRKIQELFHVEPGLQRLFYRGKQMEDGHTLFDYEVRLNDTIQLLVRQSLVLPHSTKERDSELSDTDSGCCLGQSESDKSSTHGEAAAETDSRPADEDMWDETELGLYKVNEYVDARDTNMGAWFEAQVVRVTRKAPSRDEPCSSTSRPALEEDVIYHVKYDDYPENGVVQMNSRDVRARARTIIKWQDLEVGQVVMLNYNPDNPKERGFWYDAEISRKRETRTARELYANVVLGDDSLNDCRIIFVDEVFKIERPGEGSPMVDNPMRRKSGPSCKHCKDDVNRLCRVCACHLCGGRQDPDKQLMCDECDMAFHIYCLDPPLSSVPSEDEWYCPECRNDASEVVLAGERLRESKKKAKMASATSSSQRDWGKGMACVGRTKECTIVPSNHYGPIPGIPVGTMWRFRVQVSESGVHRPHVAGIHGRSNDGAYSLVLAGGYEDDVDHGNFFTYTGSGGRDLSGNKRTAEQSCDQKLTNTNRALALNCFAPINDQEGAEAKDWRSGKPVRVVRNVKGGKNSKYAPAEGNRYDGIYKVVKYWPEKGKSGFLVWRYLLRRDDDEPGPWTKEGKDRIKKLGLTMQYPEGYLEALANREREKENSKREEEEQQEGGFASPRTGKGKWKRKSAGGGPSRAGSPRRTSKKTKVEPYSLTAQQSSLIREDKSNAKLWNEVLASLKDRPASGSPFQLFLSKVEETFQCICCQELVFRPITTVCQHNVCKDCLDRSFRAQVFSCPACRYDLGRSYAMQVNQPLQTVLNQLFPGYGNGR
ASAP1 GAP inh – blocks human ASAP1-stimulated Arf1 GTP hydrolysis | inhibition, % at 16.5 µM | actives 0.19% (n = 360,000) | Q9ULH1 | GDP FP detection; in the data active = inhibition above about 25%;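 also: 0% = vehicle with enzyme and substrate and 100% = no enzyme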
KLK7 zymogen act – activators of human kallikrein-7 zymogen | P49862 | purified proKLK7, EDANS-DABCYL substrate fluorescence; 100% is mature enzyme control, 0% vehicle | activation, % at 7 µM | actives 0.9% (n = 370,000);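 active = activation above the mean of all tested compounds plus 3 SD, computed per campaign excluding outliers beyond control limits, cut at about 13% in these data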
ARFGAP1 inh – inhibits rat ARF GTPase activating protein 1 | actives 0.26% (n = 360,000) | inhibition, % at 16.5 µM | Arfgap1-stimulated ARF1 GTP hydrolysis, GDP FP detection | AID 651572 | Q62848;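 active = inhibition above a per-plate limit, mean inhibition of low control wells plus 3 SD, cut at about 25% in these data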;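 also: 0% = DMSO wells with enzyme and 100% = wells lacking Arfgap1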
Target sequence (Q62848 1-136 limits assumed): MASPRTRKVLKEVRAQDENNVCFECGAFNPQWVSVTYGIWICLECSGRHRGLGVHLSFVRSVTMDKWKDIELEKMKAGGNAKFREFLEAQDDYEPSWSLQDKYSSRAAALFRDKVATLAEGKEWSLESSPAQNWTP
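Repeats: one replicate per compound; assay system: rat Arfgap1 catalytic domain, aa 1-136; times: enzyme reaction 120 min at 25 °C after 20 min preincubation; detection: FP of antibody-bound GDP Alexa 633 tracer, ex 620/em 688 nm; benchmarks: high control wells lacking Arfgap1, low control full reaction with DMSO; reagent: human ARF1(Δ1-17)-GTP substrate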
Rev-erbA mod – modulators of human Rev-erb alpha DNA binding | P20393 | Rev-erbα–FITC-DNA binding, fluorescence polarization, 90 min | activity, % at 10 µM | actives 0.79% (n = 370,000) | AID 1259318;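 active = activity above about 14%, limit read from the data; passing the limit was not always enough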;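 also: 0% = DMSO wells with 35 nM protein and 100% = DMSO wells with 750 nM protein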
DDE Tn7 FP inh – DD(E)-Tn7 binding inhibition, primary FP screen; actives 0.13% (n = 370,000); FP displacement of FITC-Tn7 peptide from fibrin DD(E); 0% = median of compound wells per plate; inhibition, % at 8.3 µM; AID 720508; P02675;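 active = inhibition above the mean of compounds falling within the control limits plus 3 SD of them, cut at about 14% in these data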;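 also: 0% = plate median of compound wells and 100% = 10 µM Aha-Tn7 peptide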
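Assay system: Human clot-derived fibrin DD(E) complex | Buffer or medium: Tris/NaCl/CaCl2 buffer, pH 7.8 | Repeats: One replicate per compound | Benchmarks: Aha-Tn7 high control | Measure: % inhibition scaled between sample-field median and high-control FP | Schedule: 10 min plus 3 h, room temperature | Signal: Fluorescence polarization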
PLCb3 inh – PLC-beta3 (human) inhibition, primary screen; Q01970; Purified PLC-beta3, fluorogenic substrate, fluorescence; inhibition, % at 12.2 µM; actives 0.18% (n = 370,000); in the data active = inhibition above about 11%;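 also: 0% = median of compound wells on plate and 100% = full blocker control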
PLCg1 inh – inhibitors of human phospholipase C gamma1. P19174. purified PLC-gamma1, fluorogenic substrate, fluorescence. inhibition, % at 12.2 µM. actives 0.84% (n = 370,000). AID 720700; in the data active = inhibition above about 9.5%
* hit, by the source's call; i = inactive.

Tn6 DDE FP,HGIII-sPLA2 inh,UHRF1 binding,ASAP1 GAP inh,KLK7 zymogen act,ARFGAP1 inh,Rev-erbA mod,DDE Tn7 FP inh,PLCb3 inh,PLCg1 inh,mol
7,-2,7,-3,-0.1,0,-9,2,-10,-7,CC1(OC(=O)CCc2ccccc2)C(=O)C=C2C=C3CCCN3C=C2C1=O (stereo not drawn)
13,-1,0,-7,-0.2,-1,-2,7,-5,-3,CN1CCN(C(=O)CSc2nnc(COc3ccc(Cl)cc3)o2)CC1
0,4,6,-3,0.5,0,2,-5,7,9,CCC(C)(C)n1nnnc1C(c1ccc(C)cc1)N1CCCC1 (stereo not drawn)
-4,0,2,4,0.3,-1,0,1,3,0,COc1ccc(S(=O)(=O)NCC2CCC(C(=O)NCc3cccnc3)CC2)cc1 (stereo not drawn)
4,0,-3,-11,-0.1,-6,2,-4,0,-2,CCN1C(=O)N(c2cccc3ccccc23)C(C)=CC1(C)C
10,3,0,5,0.2,4,-3,3,-3,3,C=CCN(CC=C)CCCOc1ccccc1C(=O)OC
6,-9,-1,-8,0.0,6,-1,5,-3,-2,COc1ccc(CNc2nc(Cl)c(C#N)s2)cc1
1,2,-1,2,0.5,-11,-7,5,3,3,CCn1cc(C(=O)Nc2cccc(C(=O)OC)c2)c(=O)c2ccc(C)nc21
1,4,0,5,-0.2,12,1,-10,-8,3,CC(=O)Nc1ccc(CN2CCCCCC2)cc1
1,-2,-2,5,-0.4,-10,-4,0,-24,-13,O=C1CC(c2ccccc2Cl)=NN(c2ncnc3ccccc23)C1=O
7,-4,-1,-25,0.2,-8,-8,8,2,-1,COc1ccc(NC(=O)CSc2nccn2-c2ccccc2)c(OC)c1
3,11,1,-9,0.3,1,-6,0,4,-1,CN1CCN(CC(O)COCc2ccc3c(c2)OCO3)CC1 (stereo not drawn)
-3,-18,2,13,1.1,-9,-1,6,0,-1,CCOC(=O)c1c(C)n(C)c2ccc(OC(=O)c3ccc(N4C(=O)CCC4=O)cc3)cc12
-6,-13,5,9,1.1,11,4,1,-24,-12,CCOc1cccc(NC(=O)/C(C#N)=C\c2cn(CC(=O)O)c3ccccc23)c1
5,-4,0,-3,-0.3,-5,1,-1,1,2,Cc1ccc(SCc2nc(-c3ccccc3)no2)cc1
0,-5,-1,-8,0.0,8,-3,4,5,-5,CC1CC(C)CN(C(=O)CCc2ccccc2)C1 (stereo not drawn)
2,-5,0,2,-0.1,7,6,-2,-7,-1,O=C(NCc1ccccc1)c1ccc(CS(=O)(=O)c2ccc(Br)cc2)o1
-4,-10,5,6,0.7,4,-5,4,-4,4,CNC[C@H]1Oc2ccc(NC(=O)Nc3ccc4c(c3)OCO4)cc2C(=O)N([C@H](C)CO)C[C@@H]1C
-7,8,4,6,0.0,3,-1,-4,2,1,CS(=O)(=O)c1cnc(-c2ccccc2)nc1-c1ccccc1Cl
-6,-32,-1,11,-0.2,7,3,-4,0,4,O=C(CCn1c2c(c3ccccc31)CCCC2)NNC(=O)c1ccc([N+](=O)[O-])cc1
0,4,0,-2,-0.8,0,-4,2,-495,-342,Cc1ccc(-c2cc(-c3ccccc3)nc(N)c2C#N)o1
-4,-6,-2,6,-0.2,-13,-6,-8,-7,1,O=c1cc(O)nc(SCc2ccccc2)n1-c1ccc(Cl)cc1
4,-2,0,-1,0.1,0,-2,8,-2,-48,CC(=O)c1cccc(NC(=O)C2CC(=O)N(c3ccc4c(c3)OCCO4)C2)c1 (stereo not drawn)
2,-16,0,-9,-0.4,-3,5,5,-9,-3,O=C(Nc1cccc(S(=O)(=O)NCc2ccco2)c1)c1cccc(Cl)c1
5,-6,0,-3,-0.5,-4,-4,9,-9,-3,COc1ccc(C(=O)NC2CCc3ccccc32)cc1OC1CCN(C(C)C)CC1 (stereo not drawn)

Reprinted at random: 2 compounds from above.
Tn6 DDE FP,HGIII-sPLA2 inh,UHRF1 binding,ASAP1 GAP inh,KLK7 zymogen act,ARFGAP1 inh,Rev-erbA mod,DDE Tn7 FP inh,PLCb3 inh,PLCg1 inh,mol
3,11,1,-9,0.3,1,-6,0,4,-1,CN1CCN(CC(O)COCc2ccc3c(c2)OCO3)CC1 (stereo not drawn)
2,-16,0,-9,-0.4,-3,5,5,-9,-3,O=C(Nc1cccc(S(=O)(=O)NCc2ccco2)c1)c1cccc(Cl)c1

By substructure, the entries above with a cyano group
Tn6 DDE FP,HGIII-sPLA2 inh,UHRF1 binding,ASAP1 GAP inh,KLK7 zymogen act,ARFGAP1 inh,Rev-erbA mod,DDE Tn7 FP inh,PLCb3 inh,PLCg1 inh,mol
6,-9,-1,-8,0.0,6,-1,5,-3,-2,COc1ccc(CNc2nc(Cl)c(C#N)s2)cc1
-6,-13,5,9,1.1,11,4,1,-24,-12,CCOc1cccc(NC(=O)/C(C#N)=C\c2cn(CC(=O)O)c3ccccc23)c1
0,4,0,-2,-0.8,0,-4,2,-495,-342,Cc1ccc(-c2cc(-c3ccccc3)nc(N)c2C#N)o1

The results go on.
Tn6 DDE FP,HGIII-sPLA2 inh,UHRF1 binding,ASAP1 GAP inh,KLK7 zymogen act,ARFGAP1 inh,Rev-erbA mod,DDE Tn7 FP inh,PLCb3 inh,PLCg1 inh,mol
2,1,-1,-16,0.3,5,-2,-6,3,3,Cc1ccc(-c2nc(N)n(S(C)(=O)=O)n2)cc1
-9,-80,2,2,0.3,12,1,3,-6,1,Cc1cccc(Nc2nnc(SCC(=O)c3ccc(O)cc3O)s2)c1
-2,14,7,5,-0.3,1,1,4,-1,8,O=C(Nc1ccc(F)cc1F)c1ccc2nc(N3CCOCC3)sc2c1
2,1,-1,11,-0.1,9,-2,-7,1,-2,Cc1sc(NC(=O)CCC(=O)O)c(C(N)=O)c1-c1ccccc1
-9,1,1,16,0.1,5,-4,-9,-2,-2,CC(C)(C)C(=O)NC(n1cnc2c(N3CCOCC3)ncnc21)C(Cl)(Cl)Cl (stereo not drawn)
-2,0,2,18,-0.7,7,2,3,-83,-74,NS(=O)(=O)c1ccc2c(c1)C1C=CCC1C(C1CC=CCC1)N2 (stereo not drawn)
-9,-17,-3,5,-0.3,-10,1,0,3,-1,NC(=O)Nc1ccc(C(=O)OCC(=O)c2c[nH]c3ccccc23)cc1
-2,-2,-1,-14,-0.3,1,5,3,-1,5,COc1ccc(CCNS(=O)(=O)c2ccc(-n3cnnn3)cc2)cc1OC
-7,-3,1,-11,0.1,-5,1,-6,-2,2,Nc1cc(=O)n(Cc2ccccc2)c(=O)n1-c1ccc(Cl)cc1
-13,1,0,-5,-0.1,-6,4,7,2,1,Cc1ccc2c(c1)N(CC(=O)N1CCCCC1c1cccnc1)C(=O)CO2 (stereo not drawn)
0,3,2,6,-0.7,-10,2,-4,4,0,Cc1ccc(S(=O)(=O)N2CCOCC2)cc1C(=O)OCC(=O)N1CCCC1=O
-7,-9,-1,-17,-0.3,-5,7,0,-26,-18,O=C(Nc1ccc(S(=O)(=O)Nc2nccs2)cc1)c1cc(-c2ccncc2)nc2ccccc12
9,-17,-1,8,0.1,13,-11,-3,-3,1,Cc1c(C(=O)NCc2cccc(C(F)(F)F)c2)sc(=O)n1Cc1ccc(S(=O)(=O)N(C)C)cc1
-4,5,3,-5,1.3,-8,-2,-5,-12,-5,COc1ccc(NC(=S)N2CCc3cc(OC)c(OC)cc3C2)cc1
-4,7,1,2,0.9,5,-9,1,0,3,O=C(N[C@H](c1cccc(Br)c1)[C@@H]1CCCC=C1c1ccccc1)C(F)(F)F
-4,0,0,4,0.2,10,1,-7,2,1,Cc1ccc(Cl)cc1-c1cc(C(=O)N2CCc3ccccc3C2)[nH]n1
2,-18,-1,-1,0.0,-12,3,-6,-5,0,CCCn1c(SCC(=O)c2cc(C)n(-c3ccc4c(c3)OCO4)c2C)n[nH]c1=O
-4,2,0,5,-0.3,0,-5,2,-6,-3,Cc1cc2oc(C(=O)NCc3ccccc3)cc(=O)c2cc1C
-1,4,-1,-11,1.3,-5,-5,0,-32,-24,CN(C)c1cccc(C(=O)NN2C(=O)NC3(CCCCC3)C2=O)c1
2,-2,2,0,-0.4,4,4,-5,4,4,O=C1c2ccccc2S(=O)(=O)N1Cc1nc2ccccc2s1
2,-2,-1,10,-0.1,2,8,9,-6,-7,Cc1c(C(=O)N2CCc3ccccc32)oc2ccccc12
-7,-4,0,-11,-0.1,-8,0,2,4,7,NC(=O)COC(=O)c1ccc2c(c1)S(=O)(=O)N=C1CCCCCN12
-6,-16,-1,4,-1.1,11,6,0,-16,-15,CC(C)(C)c1ccc(C(O)c2ncc(-c3ccc4ccccc4c3)[nH]2)cc1 (stereo not drawn)
-4,-10,-3,-1,-1.2,-3,8,-10,0,-7,Cn1c(N/N=C/c2cccs2)nc2c1c(=O)n(Cc1ccccc1)c(=O)n2C
3,6,0,4,-0.7,6,-4,3,2,2,CC(=O)Nc1cccc(C(=O)Nc2ccccc2N2CCOCC2)c1
-2,-51,1,4,-0.5,0,5,1,-6,-1,COC(=O)c1ccc(NC(=O)CC(=O)Nc2ccc(C(=O)OC)cc2)cc1
3,-8,-1,0,-0.5,-4,0,1,-420,-288,CCCCNC(=O)C1C(c2ccc(C(F)(F)F)cc2)=Nc2ccccc2N1C(=O)C1CCN(C(C)=O)CC1 (stereo not drawn)
-1,3,-2,0,0.2,-7,0,7,-2,0,Cc1ccc(C)c(OCC(=O)Nc2c(C)n(C)n(-c3ccccc3)c2=O)c1
2,-14,0,12,-0.2,8,1,6,2,0,O=C(Cn1c(=O)oc2cc(S(=O)(=O)N3CCc4ccccc43)ccc21)NC1CCCC1
-3,0,1,-5,0.0,-5,3,8,-5,-1,O=C(O)CN1C(=O)c2ccc(Oc3ccc([N+](=O)[O-])cc3)cc2C1=O
-3,-2,0,-4,0.6,4,-1,-1,1,0,O=C(c1ccc(CS(=O)c2ccccc2Cl)o1)N1CCN(c2ccccc2)CC1 (stereo not drawn)
5,8,3,1,-0.3,8,11,5,-8,0,CN(C(=O)CSc1nc(N)cc(N)n1)C1CCS(=O)(=O)C1 (stereo not drawn)
10,3,1,6,0.0,2,3,9,-13,-2,CCN(CC)S(=O)(=O)c1cccc(NC(=O)COC(=O)C2=COCCO2)c1
-5,-14,0,-5,0.3,-14,-9,-6,2,0,Cc1ccc(S(=O)(=O)CCC(O)c2ccc(Cl)cc2)cc1 (stereo not drawn)
-1,-11,-3,6,-0.6,4,7,6,-9,-7,CCC(=O)NC(c1ccc(N(C)C)cc1)c1c(O)ccc2ccccc12 (stereo not drawn)
2,4,-1,4,0.5,5,3,-6,2,-3,CC(C)NC(=S)Nc1ccc2nc3n(c(=O)c2c1)CCCCC3
2,3,-2,3,0.3,-4,-1,1,6,3,O=[N+]([O-])c1nn(-c2ccccc2)n(O)c1=NCCc1ccccc1
7,4,-4,11,0.2,4,4,1,5,5,CC(C)C1Oc2ccccc2N(CC(=O)NCCCN2C(C)CCCC2C)C1=O (stereo not drawn)
-4,-2,-5,-4,55*,9,7,0,i,i,Cc1ccc(-c2cn3nc(C)c(C)nc3n2)cc1
